Compound activity as filed in PubChem.
GPR55 LPI antagonism = GPR55 antagonists blocking LPI-driven arrestin recruitment, primary screen, imaging, U2OS, beta-arrestin-GFP, LPI agonist (AID 2013). hit rate 0.13% among 290,000. U2OS GPR55 beta-arrestin-GFP translocation imaging, LPI antagonism; higher % means a stronger effect. inhibition, % at 10 µM; hits with a dose series show IC50 in µM;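 active = spots per cell inhibited over 60%, with over 100 cells counted and total cytoplasm intensity under 500,000; inconclusive = wells with under 100 cells, flagged as likely toxic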;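 also: U2OS cells stably carrying GPR55 and arrestin-GFP stimulated by 5 µM LPI near EC80; imaged beta-arrestin-GFP aggregate spots per cell after agonist stimulation; plate controls were LPI-stimulated DMSO wells for no effect and DMSO wells without LPI for full effect; some results filed as inactive read as strong as hits; confirmed hits need IC50 under 10 µM and bright autofluorescent wells are also inconclusive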
SIAH1 antagonists = Siah-1 peptide-binding antagonists, primary screen, biochemical, fluorescence polarization, rhodamine-plectin, uHTS (AID 1817) | one-dose displacement, % at 20 µM; IC50 in µM for titrated hits | Siah-1 / rhodamine-plectin peptide fluorescence polarization; higher % means a stronger effect | hit rate 0.02% among 290,000;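 active = displacement of at least 50% at 20 µM, with a fluorescence ratio check between 0.3 and a set limit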;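 also: plate controls were Siah plus tracer with DMSO for no effect and tracer alone without Siah for full effect; strong numbers were not always called active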
NS5 inhibitors = Dengue-2 NS5 methyltransferase inhibitors, primary screen, biochemical, confirmation dose response (AID 588689); Dengue-2 NS5 methyltransferase capping enzyme assay, biochemical; higher % means a stronger effect; inhibition, % at 25 µM, or IC50 in µM where a hit was titrated; hit rate 0.3% among 340,000; in the data active = a potency from the dose series; inconclusive = inhibition above about 29% without an active follow-up result
GPR35 antagonists = GPR35 antagonists blocking zaprinast-driven arrestin recruitment, primary screen, imaging, U2OS, beta-arrestin-GFP, zaprinast agonist (AID 2058); U2OS GPR35 beta-arrestin-GFP translocation imaging, zaprinast antagonism; higher % means a stronger effect; hit rate 0.052% among 290,000; inhibition, % at 10 µM, or IC50 in µM where a hit was titrated;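 active = inhibition of at least 50% with at least 30 cells and total cytoplasm GFP at most 10,000,000; inconclusive = under 30 cells or total GFP of 10,000,000 plus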
NTR1 agonist = NTR1-driven beta-arrestin-GFP spot formation – imaging, U2OS cells, high content, primary screen (AID 493036) | P30989 | agonist mode | activation, % at 20 µM | hit rate 0.17% among 330,000;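 active = activation at or above 40% of the spot to cytoplasm intensity ratio, with at least 20 cells analyzed; inconclusive = wells under 20 cells, flagged as cytotoxic or low count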;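 also: 0% = DMSO without peptide and 100% = 100 nM NTR1 peptide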
Target sequence (P30989 whole entry, looked up): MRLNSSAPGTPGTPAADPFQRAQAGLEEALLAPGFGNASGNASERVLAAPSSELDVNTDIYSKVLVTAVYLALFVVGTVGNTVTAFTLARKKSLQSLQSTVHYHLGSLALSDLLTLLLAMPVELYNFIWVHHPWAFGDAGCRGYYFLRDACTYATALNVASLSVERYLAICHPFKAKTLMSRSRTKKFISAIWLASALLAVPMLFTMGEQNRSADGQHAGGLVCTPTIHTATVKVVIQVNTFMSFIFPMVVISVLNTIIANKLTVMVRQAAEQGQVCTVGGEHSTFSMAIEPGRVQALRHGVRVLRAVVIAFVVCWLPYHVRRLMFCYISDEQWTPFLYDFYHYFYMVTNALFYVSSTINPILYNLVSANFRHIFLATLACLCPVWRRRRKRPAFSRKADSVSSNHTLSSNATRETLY
GPR55 activation = selective activators of receptor GPR55 – imaging, U2OS cells, beta-arrestin-GFP redistribution, primary screen (AID 1961) | U2OS GPR55 beta-arrestin-GFP redistribution imaging; higher % means a stronger effect | one-dose activation, % at 10 µM; EC50 in µM for titrated hits | hit rate 0.048% among 290,000;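 active = activation above 40% with more than 50 cells counted in the well; inconclusive = wells holding fewer than 50 cells, flagged as toxic or sparse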;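 also: U2OS osteosarcoma cells stably expressing GPR55 and beta-arrestin-GFP; plate controls were DMSO negative control for no effect and LPI positive control for full effect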
UTI89 phage lysis = protection from phage-mediated lysis, alamar blue read-out – E. coli UTI89, K1F phage, bacterial capsule biogenesis inhibitors (AID 488966). hit rate 0.02% among 340,000. E. coli UTI89 K1F phage lysis, alamar blue, 2 h; higher % means a stronger effect. one-dose inhibition, % at 100 µM; IC50 in µM for titrated hits;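 active = phage lysis inhibition, versus mean bacterial control, above a set limit; inconclusive = no clear call, values can overlap the other calls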;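 also: capsule biogenesis inhibitors block K1F phage lysis so surviving cells raise fluorescence; higher fluorescence means more inhibition of phage lysis; actives were called in the ten point dose series up to 300 µM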
AID2073 = disruptors of CaV2.2 binding to Mint1 – biochemical, HTRF (AID 2073); hit rate 0.19% among 290,000; inhibition, % at 20 µM, or IC50 in µM where a hit was titrated; HTRF protein-protein interaction, Mint1-CaV2.2; higher % means a stronger effect; in the data active = inhibition mostly above about 51%, no sharp cut-off; inconclusive = no clear call, values can overlap the other calls; inactive = mostly below about 53%; also: some results filed as inactive read as strong as hits
HIV peptide binding = inhibitors of HIV fusion peptide binding, primary screen, biochemical, uHTS, fluorescence dequenching (AID 1986); cell-free peptide binding, fluorescence dequenching, 30 min; higher % means a stronger effect; inhibition, % at 20 µM, or IC50 in µM where a hit was titrated; hit rate 0.3% among 290,000; in the data active = inhibition mostly above about 52%, no sharp cut-off; inactive = mostly below about 76%; also: some results filed as inactive read as strong as hits
NTR1 agonist cell count 20 µM = recorded beside NTR1 agonist, whose call it bears; cell count; measured here: cell count, cytotoxicity flag
An asterisk follows results filed as active; i = inactive; ? = inconclusive; . = not tested or not shown; [ ] = dose if it differs, or a comment.

SMILES	GPR55 LPI antagonism	SIAH1 antagonists	NS5 inhibitors	GPR35 antagonists	NTR1 agonist	NTR1 agonist cell count 20 µM	GPR55 activation	UTI89 phage lysis	AID2073	HIV peptide binding
Cc1nn2c(C(F)(F)F)cc(-c3ccc(Cl)cc3)nc2c1C(=O)N1CCOCC1	-3%	-2%	8%	-7%	1.8	72	-0.2%	-1.7%[50 µM]	10%	27%
COc1ccccc1Nc1nc(-c2sc(NC(=O)C(C)(C)C)nc2C)cs1	0%	-7%	-2%	-12%	0.6	93	-0.1%	2.2%	2%	1.5%
COc1ccccc1C1CCN(c2cc(O)ccc2[N+](=O)[O-])CC1	-7%	-5%	-7%	-1%	3.0	58	0.1%	1.6%	0%	-1.5%
CCN(CC)C1CCN(C(=O)c2ccc3nc(Cc4ccc(OC)cc4)oc3c2)C1 (stereo unspecified)	6%	9%	-8%	-9%	-0.1	57	0.2%	0.4%	-2%	1.1%
Cn1c(CNC(=O)c2ccco2)nnc1SCC(=O)Nc1c(F)cc(F)cc1Br	1%	10%	-8%	11%	0.7	54	-0.1%	0.9%	-3%	-0.5%
Cc1ccc2c(c1)N(C(=O)CCC(=O)NCc1ccccc1)CC(C)O2 (stereo unspecified)	-16%	-2%	1%	-5%	2.1	57	-0.3%	6.1%	9%	-0.5%
COc1ccc(CCn2c(-c3cccc([N+](=O)[O-])c3)nc3nc4ccccc4nc32)cc1OC	11%	2%	1%	-12%	3.2	59	-0.1%	0.0%	0%	-0.1%
CCCCC(=O)Nc1ccc(NC(=S)NC(=O)c2ccco2)cc1OC	1%	2%	.	-6%	4.3	44	0.0%	.	5%	-1.3%
O=C1CCC(C(=O)N2CCOCC2)CN1Cc1cccc(C(F)(F)F)c1 (stereo unspecified)	7%	18%	-5%	-5%	-0.1	62	-0.1%	0.0%	5%	0.7%
COc1ccc(/C(=N\Nc2ccccc2C(=O)O)c2ccccc2)cc1	6%	8%	24%	-9%	0.3	97	0.1%	-0.4%	46%	36%
CCOc1ccccc1-n1c(SCC(N)=O)nnc1-c1cccnc1	-8%	3%	9%	-1%	-1.2	37	-0.1%	-0.2%	-16%	1.5%
CC(=O)Nc1ccc(N=Cc2nc(-c3ccc(C)cc3)oc2O)cc1	0%	1%	7%	-3%	-0.9	93	0.1%	0.0%	-26%	14%
Cn1nc(-c2ccccc2)c(-c2nc(-c3cccc(Cl)c3)no2)c1Cl	0%	-5%	10%	9%	4.3	55	-0.1%	1.3%	-2%	-0.1%
COc1ccc(NC(=O)c2ccccc2NC(=O)C2CC=CCC2C(=O)O)cc1 (stereo unspecified)	9%	-2%	-2%	-6%	-0.1	47	0.2%	-0.5%[50 µM]	13%	1.0%
O=C(NC1CCCCC1)C1CCC(CNS(=O)(=O)c2ccccc2)CC1 (stereo unspecified)	-6%	-5%	-5%	-5%	-1.2	93	-0.2%	1.4%[50 µM]	0%	0.7%
Cc1ccc(N(CC(=O)NCc2ccco2)C(=O)CCC(=O)Nc2nccs2)cc1C	3%	-1%	-2%	0%	0.4	50	0.1%	0.1%	3%	0.1%
Cc1ccc(-n2ncc3c2CC(C)(C)CC3NC(=O)CCn2cncn2)cc1 (stereo unspecified)	7%	4%	-4%	-9%	-0.9	54	0.2%	1.4%[50 µM]	5%	2.0%
O=c1[nH][nH]c2cc(=O)n(-c3cccc(C(F)(F)F)c3)nc12	0%	-7%	25%	0%	-0.2	75	0.1%	0.2%	10%	59%
COc1ccc(N2CC(NC(=O)NCC(C)C)CC2=O)cc1 (stereo unspecified)	8%	8%	-6%	-10%	2.7	39	-0.2%	1.4%	-15%	-1.5%
CN(C)CCn1nnc2c(=O)oc3ccccc3c21	-12%	13%	-2%	6%	-0.1	54	-0.1%	0.3%	5%	0.0%
NC(=O)Nc1ccccc1C(=O)NCCc1ccccc1	18%	0%	3%	14%	0.1	75	-0.1%	-0.3%[50 µM]	-1%	-1.8%
COc1ccc([N+](=O)[O-])cc1N(CC(O)CN1CCCC1)S(=O)(=O)c1ccc(C)cc1 (stereo unspecified)	4%	-3%	3%	-9%	2.5	26	-0.3%	0.1%	-4%	-1.6%
Cc1c(C(=O)c2cccc([N+](=O)[O-])c2)c2ccccn2c1CCC#N	14%	3%	0%	0%	1.0	48	0.1%	1.0%[50 µM]	-11%	1.5%
COC(=O)[C@H](CCSC)NC(=O)Nc1cc(OC)cc(OC)c1	4%	-4%	5%	-6%	-0.7	48	-0.1%	-0.7%	-2%	-3.0%
O=c1[nH]n(-c2ncnc3c2cnn3-c2ccccc2)c(=O)c2ccccc12	11%	5%	1%	-2%	-0.3	52	-0.2%	-0.1%	-2%	0.7%

The final 3 records of the part before come first, to join the parts:
SMILES	GPR55 LPI antagonism	SIAH1 antagonists	NS5 inhibitors	GPR35 antagonists	NTR1 agonist	NTR1 agonist cell count 20 µM	GPR55 activation	UTI89 phage lysis	AID2073	HIV peptide binding
Cc1c(C(=O)c2cccc([N+](=O)[O-])c2)c2ccccn2c1CCC#N	14%	3%	0%	0%	1.0	48	0.1%	1.0%[50 µM]	-11%	1.5%
COC(=O)[C@H](CCSC)NC(=O)Nc1cc(OC)cc(OC)c1	4%	-4%	5%	-6%	-0.7	48	-0.1%	-0.7%	-2%	-3.0%
O=c1[nH]n(-c2ncnc3c2cnn3-c2ccccc2)c(=O)c2ccccc12	11%	5%	1%	-2%	-0.3	52	-0.2%	-0.1%	-2%	0.7%
CCC/C=N/NC(=O)c1cc(-c2ccccc2)nc2ccccc12	3%	5%	-5%	-12%	0.8	49	-0.5%	4.3%	16%	-0.5%
NCCCCCC(=O)N/N=C/c1coc2ccccc2c1=O	4%	7%	-2%	-10%	2.3	50	-0.3%	-1.3%	40%	0.5%
O=C(O)CSc1nnc(COc2cccc3ccccc23)n1Cc1ccccc1	-7%	1%	-2%	-4%	0.9	62	-0.6%	0.8%	18%	11%
CCN1CCCC1CNS(=O)(=O)c1ccc(C(=O)Nc2ccccc2)cc1 (stereo unspecified)	7%	3%	4%	-18%	0.5	59	-0.1%	-0.3%	-4%	1.6%
CCCOc1nc2c(c(=O)n(C)c(=O)n2C)n1CC	9%	-4%	.	1%	.	.	-0.2%	.	3%	-2.5%
Cc1ccc(C)c(N(C(=O)CCC(=O)Nc2cc(C)on2)C(C(=O)NC2CCCC2)c2ccco2)c1 (stereo unspecified)	15%	2%	2%	10%	-2.0	77	0.3%	-0.5%	9%	8.2%
O=C(NCCCCc1ccccc1)C1CC(c2ccc(C(F)(F)F)cc2)=NO1 (stereo unspecified)	-10%	-2%	-3%	-17%	-1.6	91	0.4%	-1.9%	11%	-0.3%
NCCNc1cc(N2CCCC2)ccc1[N+](=O)[O-]	9%	14%	.	13%	-0.1	89	-0.4%	-0.3%	-1%	-1.4%
CCOc1ccc(-n2c(=O)cc(N3CCN(c4ccccc4)CC3)[nH]c2=O)cc1	3%	-1%	7%	4%	-0.7	86	-0.3%	i	0%	-2.1%
CCc1ccccc1NC(=S)N(Cc1cccnc1)Cc1ccco1	10%	7%	0%	-2%	0.5	48	-0.2%	-3.6%	-20%	2.6%
O=C(c1cccc(F)c1)N1CCN=C1SCc1cccnc1	-12%	-3%	-3%	1%	0.9	55	0.3%	-3.1%	-6%	-0.4%
Cc1nn(Cc2c(F)c(F)c(F)c(F)c2F)c(C)c1NC(=O)c1nn(C)c(C)c1Br	16%	5%	2%	-4%	-0.6	69	0.0%	0.0%	-2%	-0.7%
O=C(c1ccc(F)cc1Cl)N(c1ccccn1)C1CCCCC1	2%	3%	-1%	-7%	-0.3	54	0.8%	5.7%	-3%	0.9%
CNS(=O)(=O)c1cc(NC(=O)CCNC(=O)c2ccco2)ccc1C	9%	3%	5%	2%	3.3	38	0.2%	-0.4%	8%	-1.0%
CCc1nnc(NC(=O)C2CCC(CNc3c(N4CCCCC4)c(=O)c3=O)CC2)s1 (stereo unspecified)	1%	-2%	2%	12%	-1.9	58	-0.2%	0.1%	3%	-2.4%
CCCc1cc(=O)oc2cc(OCc3ccc(C(=O)O)cc3)ccc12	0%	-6%	1%	-3%	-0.4	48	0.4%	0.2%	22%	0.8%
CC(=O)Nc1ccc(CN2CCCCCCC2)cc1	1%	-2%	0%	6%	0.7	72	-0.1%	-0.1%	5%	-0.7%
COc1ccc(N=C2NC(=O)/C(=C\c3ccco3)S2)cc1	2%	35%	-15%	-22%	-0.6	51	0.6%	0.1%	81%*	42%
Cc1ccccc1-n1ncc2c1CC(C)(C)CC2NC(=O)c1snnc1C (stereo unspecified)	3%	2%	1%	-2%	-0.4	58	0.1%	-0.2%	-10%	-2.1%
O=C(COc1ccccc1)NCCSCc1ccco1	6%	-2%	-2%	3%	-2.2	60	0.6%	2.3%	40%	9.9%
O=C(COc1ccc(S(=O)(=O)NC2CCCCC2)cc1Cl)Nc1ccc2c(c1)OCO2	12%	0%	-7%	-6%	1.5	62	-0.1%	7.3%	1%	-1.1%
O=C(C[n+]1cc(-c2ccc(Br)cc2)n2c1CCCCC2)c1ccccc1	15%	-4%	.	9%	0.8	48	0.0%	0.2%	-6%	-1.1%
CC1CN(S(=O)(=O)c2csc(C(=O)Nc3ccccc3)c2)CC(C)O1 (stereo unspecified)	-4%	-6%	4%	-3%	-1.1	54	0.3%	1.5%[50 µM]	-3%	-0.7%
Cc1ccc(-c2c(C(=O)N/N=C/c3cccnc3)nnn2-c2nonc2N)cc1	-4%	0%	5%	3%	-0.1	76	-0.2%	0.0%	3%	-2.2%
Cc1ccccc1Oc1ncccc1C(=O)/C(C#N)=C/N(C)C	-12%	-8%	-3%	14%	3.4	83	0.2%	0.2%	-3%	-1.3%
COc1cc(Nc2ccc(C)cc2)c([N+](=O)[O-])nc1[N+](=O)[O-]	5%	12%	-7%	7%	0.9	41	0.1%	-0.4%	-14%	0.3%
O=C1CCc2cc(S(=O)(=O)N3CCC(C(=O)NCCC4=CCCCC4)CC3)ccc2N1	-16%	-1%	-5%	1%	5.4	59	0.3%	?	5%	3.6%
CCCOc1ccc(-c2cnc(SCC(N)=O)nc2N)cc1	10%	0%	-10%	22%	2.5	50	-0.1%	2.2%	-4%	-2.8%
COCC(=O)N1CCCC(N(C)CCc2ccc(OC)c(OC)c2)C1 (stereo unspecified)	11%	-8%	-5%	19%	-0.7	52	1.0%	0.1%	13%	-1.1%
CC(C)n1nnc2ccccc2c1=O	-9%	-6%	-6%	10%	-0.9	86	-0.1%	0.0%	-4%	-1.5%
